OXTR ag: human OXTR agonists, primary screen, fluorescence, CHO-OTR cells, Fluo-8 calcium. Fluo-8 calcium fluorescence; normalized: DMSO 0%, oxytocin 100%. activation, % at 3 µM. 320,000 tested, 0.32% active. AID 2435, 2010;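 active = activation above the mean of all tested compounds plus 3 SD, cutoff set per screening run, cut at about 20% in these data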;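 also: peak over basal fluorescence ratio from a 100 s FLIPR kinetic read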
Target sequence (P30559 whole entry, looked up): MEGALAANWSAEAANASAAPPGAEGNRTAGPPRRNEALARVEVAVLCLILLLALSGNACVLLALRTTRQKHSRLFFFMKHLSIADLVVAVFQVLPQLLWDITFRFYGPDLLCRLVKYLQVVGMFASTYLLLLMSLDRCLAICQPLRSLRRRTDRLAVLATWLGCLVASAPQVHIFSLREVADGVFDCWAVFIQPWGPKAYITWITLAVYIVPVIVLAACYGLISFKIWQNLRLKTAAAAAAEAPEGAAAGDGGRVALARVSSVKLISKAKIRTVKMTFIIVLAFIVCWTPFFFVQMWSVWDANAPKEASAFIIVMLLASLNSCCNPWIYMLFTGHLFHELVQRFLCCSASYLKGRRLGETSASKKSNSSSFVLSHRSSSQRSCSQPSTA
M1 PAM: human M1 muscarinic receptor positive allosteric modulators, primary screen, CHO-K1 cells, Fluo-8 calcium fluorescence, 1536-well; Muscarinic acetylcholine receptor M1 (Homo sapiens), P11229; CHO-K1 hM1, ACh EC20; 0% = ACh EC20, 100% = maximal ACh; activation, % at 3 µM; 360,000 tested, 0.088% active; in the data active = activation above about 19%, passing the limit was not always enough
CHO parental Ca: ATP-evoked calcium signal inhibitors, parental CHO, primary screen, counter-screen for OX1R antagonist project, cell-based, fluorescence, Fluo-8 calcium dye | parental CHO-K1, ATP-induced calcium, Fluo-8 fluorescence | inhibition, % at 5.6 µM | 330,000 tested, 0.63% active;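 active = inhibition above that plate's mean sample inhibition plus 3 SD, cut at about 26% in these data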;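 also: 0% = ATP-challenged DMSO wells and 100% = DMSO wells without ATP; some compounds past the cut are filed as inactive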
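Test system: untransfected parental CHO cell line; also added: ATP stimulus; dosing: 5.6 µM, single dose; signal: calcium-sensitive Fluo-8 fluorescence; measure: percent inhibition of ATP-evoked calcium rise, normalized to controls; benchmarks: low control ATP plus DMSO, high control DMSO only; replication: one well per compound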
M1 antag: human M1 muscarinic receptor antagonists, primary screen, CHO-K1 cells, Fluo-8 calcium fluorescence, 1536-well; CHO-K1 hM1, ACh EC80 antagonist; 360,000 tested, 1.3% active; inhibition, % at 3 µM;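 active = percent inhibition above its own plate's cutoff, namely the mean of that plate's compound wells plus 3 SD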;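 also: peak over basal fluorescence ratio during 140 s after agonist addition; 0% = ACh EC80 plus DMSO and 100% = DMSO alone without agonist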
V1aR counter: agonists of human V1a receptor, primary screen, counter-screen for OXTR agonist project, fluorescence, CHO-V1R cells; Vasopressin V1a receptor (Homo sapiens), P37288; Fluo-8 calcium fluorescence, agonist mode; 0% DMSO, 100% 3 nM vasopressin; activation, % at 3 µM; 320,000 tested, 0.25% active;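 active = activation above the mean activation of all tested compounds plus 3 SD, per screening run, cut at about 20% in these data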;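 also: signal is peak over basal fluorescence ratio across a 100 second FLIPR read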
CHRM1 agonist: human M1 muscarinic receptor agonists, primary screen, Fluo-8 calcium fluorescence, CHO-K1 cells, HTS. Muscarinic acetylcholine receptor M1 (Homo sapiens), P11229. CHO-K1 hM1, agonist mode; 0% DMSO, 100% acetylcholine EC100. activation, % at 3 µM. 360,000 tested, 0.33% active;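 active = activation above the run's mean compound activation plus 3 SD, cut at about 16% in these data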;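 also: peak over basal fluorescence ratio within a 140 s kinetic read after compound addition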
OXTR potentiate: human OXTR potentiators, primary screen, fluorescence, CHO-OTR cells, Fluo-8 calcium; 320,000 tested, 0.061% active; activation, % at 3 µM; Oxytocin receptor (Homo sapiens), P30559; Fluo-8 calcium fluorescence, potentiator mode; 0% = oxytocin EC15, 100% = EC100;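 active = activation above that plate's cutoff, the mean activation of tested compounds plus 3 SD, cut at about 6.6% in these data, passing the limit was not always enough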;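 also: 100% uses oxytocin at 75 nM as the full agonist control; some results filed as inactive read as strong as hits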
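Dosing: Single dose, 3.0 µM nominal final compound concentration | Material: Human OTR in CHO cells | Technique: Kinetic Fluo-8 calcium fluorescence | Benchmarks: EC15 oxytocin alone as 0%, 75 nM oxytocin as 100% | Probe or stimulus: Oxytocin at about EC15, sub-maximal agonist stimulus | Incubation: Compound 6 min at room temperature before oxytocin, 100 s read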
TAAR1 agonist: human TAAR1 agonists, primary screen, Fluo-8 calcium fluorescence, CHO RD-HGA16 cells | vehicle wells 0%, saturating PEA agonist 100% | 360,000 tested, 0.99% active | Trace amine-associated receptor 1 (Homo sapiens), Q96RJ0 | AID 624467, 2012 | activation, % at 3 µM;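 active = activation above the mean activation of all test compounds in the run plus 3 SD, cut at about 38% in these data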
Target sequence (Q96RJ0 whole entry, looked up): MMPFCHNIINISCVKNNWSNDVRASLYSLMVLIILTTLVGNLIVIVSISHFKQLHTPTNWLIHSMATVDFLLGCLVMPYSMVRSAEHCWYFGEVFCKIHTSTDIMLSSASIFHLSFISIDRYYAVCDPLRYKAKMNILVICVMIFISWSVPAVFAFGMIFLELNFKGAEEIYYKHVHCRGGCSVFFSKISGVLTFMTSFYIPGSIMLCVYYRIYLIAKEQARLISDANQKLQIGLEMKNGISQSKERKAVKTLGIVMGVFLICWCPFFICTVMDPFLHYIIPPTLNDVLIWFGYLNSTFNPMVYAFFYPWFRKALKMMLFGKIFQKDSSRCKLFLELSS
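Benchmarks: low control DMSO, high control PEA (EC100); System: CHO RD-HGA16 cells carrying human TAAR1 plus Gα16; Detection: Fluo-8 fluorescence, 5 s baseline then 140 s kinetic read; Schedule: 17-24 h plating, Fluo-8 75 min 37 °C, 30 min RT; Read-out basis: % activation from peak over basal fluorescence ratio, DMSO-to-PEA scaled.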
TAAR1 antag: human TAAR1 antagonists, primary screen, Fluo-8 calcium fluorescence, CHO RD-HGA16 cells; Trace amine-associated receptor 1 (Homo sapiens), Q96RJ0; antagonist; inhibition, % at 3 µM; 360,000 tested, 1.5% active;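 active = inhibition above a per-plate cutoff, the mean inhibition of test compounds on that plate plus 3 SD, cut at about 49% in these data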;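 also: 0% = DMSO plus EC80 beta-PEA response and 100% = DMSO alone without agonist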
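System: CHO RD-HGA16 cells bearing hTAAR1. Reagent: EC80 β-phenethylamine stimulus. Schedule: seeding 17-24 h prior, 75-min 37 °C, 30-min RT dye loading. Signal: Fluo-8 intracellular calcium dye fluorescence, real-time kinetic reads. Read-out: % inhibition from peak post-agonist over basal fluorescence ratio. Benchmarks: vehicle wells and EC80 agonist wells. Replicates: n of 1.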
Active calls of the source: *; . = no result given.

SMILES	OXTR ag	M1 PAM	CHO parental Ca	M1 antag	V1aR counter	CHRM1 agonist	OXTR potentiate	TAAR1 agonist	TAAR1 antag
O=C(COc1ccccc1F)N1CCN(S(=O)(=O)/C=C/c2ccccc2)CC1	5.7	5.6	-14.0	-5.7	4.5	-4.9	-5.4	1.6	10.8
CC1(C)CC(=O)C=C(Nc2cccc(F)c2)C1	-0.4	4.5	3.4	-7.6	-0.5	-3.9	-14.3	0.8	1.4
Cc1ccc(NCC(=O)Nc2cccc(S(=O)(=O)N(C)C)c2)cc1S(=O)(=O)N1CCCCCC1	2.9	-6.7	17.8	23.1	5.0	-0.8	-13.3	6.5	1.8
CCOC(=O)N1CCN(c2c(N3CCC(N4CCCCC4)CC3)c(=O)c2=O)CC1	0.0	6.9	-1.7	-10.5	0.7	-3.8	-0.5	2.5	-4.5
Cc1cc(C)cc(OCC(=O)Nc2nc(-c3ccccn3)cs2)c1	.	3.8	.	-6.3	.	-2.5	.	6.7	-9.7
O=C(CCC(=O)N(c1cccc(F)c1)C(C(=O)NC1CCCC1)c1ccncc1)Nc1cccnc1 (stereo not given)	-1.1	6.8	-21.8	0.8	-0.7	-2.9	-13.2	2.0	1.7
O=C(O)c1cc([N+](=O)[O-])ccc1N1CCC(Cc2ccccc2)CC1	-0.2	11.3	-5.6	-14.6	-0.4	-8.1	3.0	2.5	-8.6
COc1ccc(C)cc1NC(=O)COC(=O)c1ccc2c(c1)OCO2	-1.1	10.2	-5.5	4.5	0.6	2.9	-6.2	30.9	20.1
Cc1onc(-c2ccccc2)c1C(=O)N1CCN(Cc2ccc3c(c2)OCO3)CC1	0.4	3.8	-8.5	-3.9	2.9	-11.2	-12.7	0.2	-10.6
CCc1nnc(NC(=O)CCC(=O)N2CCN(Cc3cc(F)ccc3OC)CC2)s1	-0.6	10.5	-10.3	-11.9	-0.3	-4.2	-11.3	1.1	-2.8
Cc1ccccc1-n1nc2c(c1NC(=O)COc1ccc(Cl)cc1)CS(=O)C2 (stereo not given)	-0.2	4.3	-14.5	-7.0	0.6	-2.6	-1.0	-0.5	3.7
C/C(CC(=O)Nc1ccc(C)c(Cl)c1)=N\NC(=O)Cc1cccs1	-0.7	9.2	-14.0	-8.5	-0.6	-1.2	-7.0	0.4	-6.7
O=C1CCCC2=C1C(c1cccc(O)c1)C1=C(N2)c2ccccc2C1=O (stereo not given)	-0.5	8.4	4.8	-0.4	0.1	-3.5	-10.0	1.0	-34.9
O=C(CC1(O)C(=O)Nc2ccccc21)c1ccccc1O (stereo not given)	0.4	12.0	-3.3	-7.2	0.2	-2.3	-7.3	0.1	6.1
CC(C)CCn1cnc2c1c(=O)n(CC(=O)NC(N)=O)c(=O)n2Cc1ccccc1	0.4	30.3*	-10.8	-3.1	0.5	-1.1	-1.3	3.7	-5.1
Cc1ccc(C)c(NC(=O)C(Sc2nc3ccc(C)cc3[nH]2)c2ccccc2)c1 (stereo not given)	0.2	-3.2	-9.2	-4.0	-0.1	-7.5	-15.4	0.3	18.1
CC(C)C[C@H](NC(=O)c1[nH]cnc1C(=O)N[C@@H](Cc1ccccc1)C(=O)OC(C)(C)C)C(=O)OC(C)(C)C	-0.5	-4.4	-16.3	8.8	1.6	-2.4	-10.6	-1.7	-4.8
O=C1NCC(COc2ccc([N+](=O)[O-])cc2)O1 (stereo not given)	1.0	10.1	-2.3	-12.1	0.6	-3.1	-10.7	2.1	1.9
Cc1ccc(S(=O)(=O)N/N=C(\c2ccccc2)C2CC2)cc1	-1.4	7.3	-14.7	-5.7	-0.5	0.8	-7.6	-2.0	-8.3
COCCOC1CCN(C(=O)c2ccc(OC)c(OC3CCN(C(C)C)CC3)c2)CC1	1.2	2.8	-15.3	-4.6	0.7	-4.6	-0.6	0.9	-7.1
CCCOC(=O)CC1C(=O)NCCN1Cc1cc(OC)cc(OC)c1 (stereo not given)	-0.3	9.3	-13.1	-10.0	0.6	0.2	-19.6	0.6	-16.1
O=C(Cn1nnc(-c2ccccc2)n1)OCc1csc(-c2ccccc2)n1	-0.7	8.1	-10.6	-10.7	-0.1	-1.7	-2.7	2.3	14.0
Cc1c(NC(=O)c2noc(C(C)C)c2[N+](=O)[O-])c(=O)n(-c2ccccc2)n1C	-1.9	-1.0	1.7	4.4	0.6	-11.8	-10.0	0.7	-19.2
CCCOc1ccc(C(=O)NNC(=S)NC(=O)c2cc(-c3ccc(Cl)cc3)nc3ccccc23)cc1	2.2	4.5	12.5	4.0	1.5	-2.3	-10.6	61.7*	85.3*

The closing 2 records of the part before are carried over, then new ones follow.
SMILES	OXTR ag	M1 PAM	CHO parental Ca	M1 antag	V1aR counter	CHRM1 agonist	OXTR potentiate	TAAR1 agonist	TAAR1 antag
Cc1c(NC(=O)c2noc(C(C)C)c2[N+](=O)[O-])c(=O)n(-c2ccccc2)n1C	-1.9	-1.0	1.7	4.4	0.6	-11.8	-10.0	0.7	-19.2
CCCOc1ccc(C(=O)NNC(=S)NC(=O)c2cc(-c3ccc(Cl)cc3)nc3ccccc23)cc1	2.2	4.5	12.5	4.0	1.5	-2.3	-10.6	61.7*	85.3*
CCOc1ccc(OCC)c(NC(=O)C2C3C=CC(O3)C2C(=O)NCc2ccco2)c1 (stereo not given)	-1.2	6.0	-8.6	-5.3	-0.6	-5.7	-6.1	4.2	-4.5
CCOc1ccc(CC(=O)N/N=C/c2cccnc2)cc1	2.1	4.5	4.5	-6.3	1.8	-0.8	-14.3	9.0	-6.7
Cc1ccc(C(=O)Cn2nc(C)c([N+](=O)[O-])c2C)c(C)c1	-1.7	4.6	-7.6	-2.5	-1.3	-6.4	6.2	-0.4	1.2
Cc1nc2sc(C(c3cccs3)N3CCN(c4cccc(Cl)c4)CC3)c(O)n2n1 (stereo not given)	4.0	6.9	-17.4	-8.8	0.7	-0.6	-6.5	4.4	10.9
N#Cc1ccccc1	0.9	2.2	-7.9	-5.9	-0.5	-0.9	-0.8	-0.3	4.1
C[C@H]1CN([C@@H](C)CO)C(=O)CCCn2nncc2CO[C@@H]1CN(C)S(=O)(=O)c1ccc(-n2cccn2)cc1	.	13.0	.	-21.6	.	-3.5	.	4.0	-24.1
FC(F)(F)c1cccc(N2Cc3ccccc3C2)c1	-0.7	9.1	-23.8	-6.8	-1.2	-3.0	10.6	-1.6	-16.1
CN1CCCC(OC(=O)CCCCC(=O)OC2CCCN(C)C2)C1 (stereo not given)	0.2	1.2	-9.7	2.4	0.8	-4.0	-4.4	2.9	-6.5
Cc1ccnc(NC(=O)c2ccc(OCc3c(C)noc3C)cc2)c1	.	4.5	.	-7.6	.	-5.9	.	0.7	-24.6
CC(CC(=O)Nc1ccc2c(c1)OCO2)c1ccccc1 (stereo not given)	-0.6	2.0	-3.6	-13.4	-0.7	-2.7	0.3	6.1	-2.1
O=C1c2ccccc2[C@@H]2C[C@@H](O)[C@H](Nc3ccccc3)CCN12	.	8.5	-18.4	-16.9	.	-2.9	.	2.9	11.0
COCCCNC(=O)Cn1nc(-c2ccc(C)cc2)ccc1=O	-0.6	17.6	2.6	-21.6	-0.9	1.1	-2.5	5.8	3.5
Cc1cc(C)c2[nH]c(=O)c(C(c3nnnn3Cc3ccc4c(c3)OCO4)N3CCCC3)cc2c1 (stereo not given)	-1.4	2.0	-10.8	-1.8	-0.2	-5.2	-9.7	15.1	6.7
C=CCn1c(CCNC(=O)c2cccs2)nnc1SCC(=O)c1ccc(Cl)cc1	2.4	-2.8	-38.7	-1.6	3.1	-4.8	-9.6	21.8	-5.5
CCCCN(C(=O)c1ccc(S(=O)(=O)N2CCCC2)cc1)C1CCS(=O)(=O)C1 (stereo not given)	1.2	1.4	8.7	7.4	0.8	-6.9	2.9	1.5	-30.4
Cc1cc2nn(-c3ccccc3)nc2cc1NC(=O)c1cccs1	1.0	4.3	-12.7	-7.0	1.6	-4.8	-9.4	2.2	4.2
COc1ccc(S(=O)(=O)N(C)CC(=O)Nc2ccccc2SC)cc1Cl	-1.2	15.4	-23.8	-48.8	-1.3	-4.6	-18.6	8.3	5.5
CC1(C)CC2(CCO1)N1CC3(C)CN2CC(C)(C1)C3=O (stereo not given)	0.1	11.0	-8.7	-13.4	0.3	-3.9	-9.2	7.5	-17.5
CCOC(=O)/C=C(C)\C=C\c1c[nH]c2ccccc12	-2.5	0.1	-28.0	-1.6	-2.4	-5.2	-11.7	-2.0	-23.0
Cc1ccc(-n2c(O)c(/C=N/Nc3ccc(S(=O)(=O)N4CCOCC4)cc3[N+](=O)[O-])c3ccccc3c2=O)c(C)c1	-0.5	-1.4	-14.4	0.4	0.9	1.1	-3.2	11.9	18.6
O=S1(=O)[C@H]2C[C@@H]3C=C[C@@]2(CN1Cc1ccc(Cl)cc1)O3	-0.3	4.9	-17.7	-4.3	0.7	-3.0	6.6	8.0	-2.0
O=C1CCSc2c1ccc1ccccc21	.	8.2	.	-14.4	.	-5.7	.	-1.6	-10.2
CC1NC(=S)N(C2CCCCC2)C1=O (stereo not given)	-0.1	9.8	-7.7	-7.4	0.7	-4.9	-2.8	8.1	15.1
COc1ccc(S(=O)(=O)N2CCC(C(=O)N3CCN(C)CC3)CC2)cc1Cl	1.0	9.5	4.6	1.4	0.3	-5.5	-4.6	0.4	-4.0
COc1ccc2sc(C)nc2c1NC(C)=O	-0.2	-0.4	-5.5	-31.6	-0.8	-1.0	-13.1	7.7	-8.5
CCOc1ncccc1C(=O)Nc1ccc(OC)c(S(=O)(=O)N2CCOCC2)c1	.	6.6	.	-6.1	.	-0.9	.	3.8	-2.0
Nc1ncnc2c1C(c1ccccc1)c1c(ccc3ccccc13)O2 (stereo not given)	-1.8	7.0	8.5	10.7	-0.8	-3.8	-7.0	17.9	48.1
